D2 antag: antagonists of human D2 dopamine receptor; P14416; HEK293 TREx D2 cells, calcium flux, dopamine EC80; inhibition, % at 10 µM; hit rate 2% among 340,000; AID 485344; in the data active means inhibition above about 30%; further: 0% is about no effect
Target sequence (P14416 whole entry, looked up): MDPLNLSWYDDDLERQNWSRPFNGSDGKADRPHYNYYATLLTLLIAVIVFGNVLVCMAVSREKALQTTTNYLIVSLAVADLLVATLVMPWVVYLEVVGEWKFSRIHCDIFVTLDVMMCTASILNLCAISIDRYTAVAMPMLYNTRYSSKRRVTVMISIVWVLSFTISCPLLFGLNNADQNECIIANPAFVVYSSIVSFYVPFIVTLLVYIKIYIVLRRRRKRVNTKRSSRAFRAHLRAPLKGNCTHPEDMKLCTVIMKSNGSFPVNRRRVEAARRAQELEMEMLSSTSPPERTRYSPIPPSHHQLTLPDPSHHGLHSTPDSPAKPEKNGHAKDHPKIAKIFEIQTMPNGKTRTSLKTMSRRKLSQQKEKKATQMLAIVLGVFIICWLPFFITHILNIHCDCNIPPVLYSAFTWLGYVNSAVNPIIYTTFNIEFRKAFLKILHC
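HEK293 T-REx D2 cells, tet-induced, calcium dye no-wash. Cpd pintool add, 180 s kinetic, then EC80 DA, 180 s kinetic. Ca flux read.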
D1 agonist: human D1 receptor agonism. hit rate 1% among 360,000. HEK293 T-REx D1 cells, calcium flux, agonist mode. P21728. activation, % at 2 µM; further: 0% is about no effect
Target sequence (P21728 whole entry, looked up): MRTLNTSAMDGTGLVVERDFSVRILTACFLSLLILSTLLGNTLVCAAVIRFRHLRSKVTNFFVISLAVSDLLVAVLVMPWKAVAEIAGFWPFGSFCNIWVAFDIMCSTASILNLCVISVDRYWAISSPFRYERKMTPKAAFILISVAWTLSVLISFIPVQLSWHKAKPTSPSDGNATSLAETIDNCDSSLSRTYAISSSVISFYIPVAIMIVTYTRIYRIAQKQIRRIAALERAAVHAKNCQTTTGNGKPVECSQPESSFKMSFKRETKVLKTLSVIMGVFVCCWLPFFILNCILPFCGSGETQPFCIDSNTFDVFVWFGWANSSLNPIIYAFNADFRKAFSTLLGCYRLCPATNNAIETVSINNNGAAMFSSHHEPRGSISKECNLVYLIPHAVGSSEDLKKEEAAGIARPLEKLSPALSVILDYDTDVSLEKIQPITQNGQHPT
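Inducible HEK293 T-REx D1 cells, force-coupled to calcium signalling, were plated at 4000 cells/well with tetracycline and held overnight at 30 C. After no-wash calcium dye loading, compound-evoked calcium rise over 180 s flagged agonists.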
D2 potentiator: D2 dopamine receptor (human) potentiation; hit rate 0.34% among 340,000; HEK293 T-REx D2, calcium flux, EC20 dopamine potentiation; P14416; potentiation, % at 10 µM;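 active means potentiation over 3 SD above the plate norm, cut at about 30% in these data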; further: 0% is about no effect
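Potentiation of an EC20 dopamine calcium response measured kinetically over 180 s, after a preceding 180 s compound-only read flagging agonists. Cells: inducible Hek293 Trex D2 line, 4000/well, cultured overnight at 30 C before dye loading.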
D1 antag: human D1 dopamine receptor antagonism; AID 504652; P21728; HEK293 TREx D1 cells, calcium flux, dopamine EC80; hits give low values; activity change, negative = inhibition, % at 10 µM; hit rate 3.2% among 360,000; in the data active means activity change below about -30%; further: on the % scale 0 is the no-effect control and ±100 the full control effect
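Inducible Hek293 Trex D1 cells (tetracycline, overnight, 30 C). Calcium dye 30–90 min RT. Antagonist mode: EC80 dopamine added after 180 s compound read.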
TRHR enhancer: allosterically enhances the human TRH receptor; enhancement, % at 2 µM; hit rate 0.66% among 360,000; TRHR cells, fluo-8 calcium fluorescence, EC20 TRH enhancement; in the data active means enhancement above about 30%; further: 0% is about no effect
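TRHR-expressing cells loaded with fluo-8 calcium dye were read kinetically (ex 480/em 530) during compound addition, then stimulated with an EC20 of TRH (10 nM final). Enhancement of the Gq-mediated intracellular calcium response was scored.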
TRHR ag: agonists of human TRH receptor; P34981; TRHR cells, calcium flux fluo-8, FDSS agonist mode; hit rate 0.18% among 360,000; activation, % at 2 µM; further: 0% is about no effect
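TRHR-expressing cells loaded with fluo-8 calcium dye; 23 nL library compound pin-transferred, kinetic FDSS fluorescence (Ex 480/Em 530) recorded about 180 s for agonist-induced calcium release, before a 10 nM TRH EC20 addition for potentiator mode.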
RXFP1 antag: RXFP1 (human) relaxin receptor antagonism; Q9HBX9; HEK293-RXFP1, relaxin-stimulated cAMP HTRF, 30 min; hits give low values; activity change, negative = inhibition, % at 57.5 µM; hit rate 0.59% among 350,000;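 active means activity change of -60% or lower, but not beyond a set lower limit; inconclusive means change between -60% and -40%, or beyond the set limit; inactive means change above -40%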; further: on the % scale 0 is the no-effect control and ±100 the full control effect
D1 potentiator: potentiators of human D1 dopamine receptor; P21728; HEK293 TREx D1 cells, calcium flux, dopamine EC20 potentiation; potentiation, % at 10 µM; hit rate 0.036% among 360,000; in the data active means potentiation above about 30%; further: 0% is about no effect
D2 ag: agonists of human D2 dopamine receptor; HEK293 T-REx D2 cells, calcium flux agonist mode; activation, % at 2 µM; hit rate 0.53% among 340,000; P14416;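 active means activation over 3 SD above normal in the single-dose calcium agonist read, cut at about 30% in these data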; further: 0% is about no effect
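HEK293 Trex D2 cells, tetracycline-induced, o/n 30 C 5% CO2; no-wash Ca dye, RT 30–90 min; 10-cycle baseline, 23 nl cpd added, kinetic Ca read 180 s; agonist hits = positive Ca response.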
An asterisk follows results filed as active; ? = inconclusive; nt = not tested or not shown. Unless noted, no stated cut-off is given here; in the data, active means activation above about 30%; inactive means the rest.

SMILES	D2 antag	D1 agonist	D2 potentiator	D1 antag	TRHR enhancer	TRHR ag	RXFP1 antag	D1 potentiator	D2 ag
Cc1ccccc1C(=O)N1CCN(C(c2ccccc2)c2ccccc2)CC1	-8	6	1	8	-2	-0.3	-14	5	0.4
O=C(CCc1nnc2ccc(NCc3ccccc3)nn12)NC1CCCCC1	21	3	10	6	-3	0.6	-13	-3	-1.1
CCOC(=O)N1CCN(CCC(=O)Nc2cc(OC)cc(OC)c2)CC1	15	1	-6	17	-4	-0.4	6	-2	-0.4
COc1ccccc1CNC(=O)c1ccc2c(c1)N(Cc1ccc(C)cc1)CCS2	nt	4	-14	7	-2	-0.1	9	4	-0.8
CC1CCN(C(=O)c2ccc(S(=O)(=O)N3CCCC3)cc2)CC1	-1	2	-3	-10	0	0.3	-7	1	0.1
Cc1cccc(S(=O)(=O)c2cn(C)c3cc(N4CCN(c5ccccc5)CC4)c(F)cc3c2=O)c1	nt	4	-7	-1	32*	-0.5	17	0	-0.5
COc1cc(C2/C(=C(\O)c3ccc4c(c3)OCCO4)C(=O)C(=O)N2Cc2ccccc2)ccc1O (stereo not drawn)	-5	3	-6	8	7	0.4	10	-1	-1.2
O=C(COC(=O)/C=C/c1cccc([N+](=O)[O-])c1)NCc1ccco1	-19	6	-4	-11	-5	-0.6	2	-5	1.1
COC(=O)c1ccc(/C=N/N2CCN(Cc3ccc(Cl)cc3)CC2)cc1	-20	2	13	-5	-6	0.3	7	-17	-0.8
CCSc1ccccc1C(=O)N1CCN(Cc2ccc3c(c2)OCO3)CC1	2	3	-5	-6	4	1.7	-7	1	0.2
Cc1cccc(OCC(=O)Nc2sc3c(c2C#N)CCC3)c1	-23	2	-3	-8	-5	0.4	15	-3	-1.4
OCCNc1ccc(Cl)cc1	-4	2	-10	-11	-2	0.5	3	-6	0.9
CC(=O)c1ccc(NC(=O)c2cc(C)nc3c2c(C)nn3-c2ccc(C)cc2)cc1	nt	6	4	-29	21	0.6	3	-4	0.0
COC(=O)c1ccc(C)c(NC(=O)c2ccc(Cn3cc([N+](=O)[O-])cn3)o2)c1	nt	-1	8	-1	3	-0.4	nt	-4	nt
COc1ccc(CN2CCOCCOCCN(Cc3ccc(OC)cc3)CCOCCOCC2)cc1	-25	4	-5	-7	2	0.3	-6	-4	0.6
CCc1ccccc1NC(=O)c1ccc2snnc2c1	5	5	-17	-1	0	0.1	-5	-3	-1.3
O=S(=O)(c1cccs1)N1CCN(CCc2ccccc2)CC1	-13	3	9	6	0	0.7	6	-3	3.0
CC(=O)C1C(c2cccc(F)c2)c2c(n[nH]c2C)CC1(C)O (stereo not drawn)	0	1	-5	-21	-5	0.4	5	1	0.1
COc1ccc(C(=O)Nc2sc3c(c2C(=O)NCc2ccco2)CCCC3)cc1OC	4	0	-3	-4	-4	-0.5	2	-1	0.7
O=C(O)c1c2c(nc3ccccc13)/C(=C/c1ccc(O)cc1)CC2	28	2	-2	-3	1	0.3	-7	-5	-0.2
CC(=O)NC12CC3CC(C1)CC(C(=O)OCC(=O)Nc1ncc(Cl)c(C)c1Cl)(C3)C2	-2	1	-5	-12	6	0.1	13	-11	-0.3
COc1ccc(S(=O)(=O)N2CCN(c3ccc4nnc(-c5ccc(F)cc5)n4n3)CC2)cc1	-7	1	3	-1	6	-0.2	nt	-4	0.7
Cc1ccccc1COCCN1CCN(S(=O)(=O)c2ccccc2)CCC1=O	2	1	-1	-7	0	0.0	nt	-10	0.6
COc1cc(S(=O)(=O)NCCCN2CCOCC2)ccc1Cl	-5	3	2	4	-1	0.1	-26	0	-0.2
Cc1c(C(=O)Nc2cccc(-c3nc4ccccc4s3)c2)oc2ccc(F)cc12	nt	4	nt	-6	11	-0.9	nt	0	-1.9
O=c1cc(COc2ccccc2Cl)nc2scc(-c3ccccc3)n12	nt	4	-9	-10	-1	-0.7	nt	-4	-0.5
CN(C)N1C(N)=C(C#N)C(c2cccc3ccccc23)C2=C1CC(c1ccccc1)CC2=O (stereo not drawn)	0	4	13	-2	0	-0.4	-18	5	-4.0
CCCCN1C(=O)C(NC(=O)c2cccnc2)(C(F)(F)F)C2=C1CC(C)(C)CC2=O (stereo not drawn)	-7	3	-12	9	-11	0.0	-2	-6	-0.2
O=c1cc(CNc2ccc(Br)cc2)nc2sccn12	-2	5	4	-12	13	-0.2	8	-4	-0.1
CCCC(=O)c1ccc2c(c1)OCCO2	-15	-3	5	4	-1	0.1	-10	-4	0.3
CCCc1c(C(=O)Nc2ccc(N3CCOCC3)cc2)cnn1-c1ccccc1	1	1	8	10	7	-2.0	?	6	-0.6
COc1ccc(/C=N/NC(=O)c2nc(-c3ccccc3)n(-c3ccccc3)n2)c(O)c1	2	8	-4	-61*	1	3.0	-11	-8	1.9
CCOc1ccccc1NC(=O)c1ccc(OCC)c([N+](=O)[O-])c1	-7	5	-4	4	-4	0.0	15	3	-0.3
Cc1ccc2cc(C#N)c(SCC(=O)N3CCCc4ccccc43)nc2c1C	3	4	-2	2	-1	1.8	-7	-4	1.4
O=C(CCN1C(=O)c2ccccc2C1=O)OCN1C(=O)c2ccccc2C1=O	0	0	11	7	-3	-1.6	-4	-4	0.6
COc1cc(=O)n(C)c2c(OCC(O)C(C)(C)O)cccc12 (stereo not drawn)	-3	-2	-6	-10	-5	-1.5	nt	0	-1.4
COC(=O)c1sc2ccccc2c1NC(=O)c1ccc(S(=O)(=O)N2CCCCC2C)cc1 (stereo not drawn)	-8	2	17	-16	0	0.6	nt	0	-0.1
O=C(Nc1ccncc1)c1cncc(Br)c1	2	7	-1	1	2	-2.4	-11	-3	-1.6
O=C1C2(CCC13COC(c1ccc(O)cc1)OC3)COC(c1ccc(O)cc1)OC2 (stereo not drawn)	-10	8	-5	2	-2	0.1	10	6	-1.6
CN(C)N1C(N)=C(C#N)C(c2cccs2)C2=C1CCCC2=O (stereo not drawn)	-6	3	0	-8	-3	-1.2	8	-1	-0.2
COc1cccc(CN2CCN(CCCc3ccccc3)C(CCO)C2)c1OC (stereo not drawn)	-5	0	-2	0	-3	-0.3	9	-3	0.7
Cc1cc(Cl)ccc1NC(=S)NCc1ccco1	-14	4	-4	-15	0	0.0	0	-1	-1.1
COc1ccc(C2=C/C(=C\c3cccc(OC(C)=O)c3)C(=O)O2)cc1	3	81*	0	-31*	-2	11	5	-7	9.4
CCCCOc1ccc(C(=O)Nc2ccc(SC(F)F)cc2)cc1OC	-5	4	-15	-14	-1	1.0	4	-4	-0.2
Cc1c(C(=O)OCC2CCCCC2)[nH]c2c1C(=O)CC(c1ccc(Cl)cc1)C2 (stereo not drawn)	nt	0	nt	2	1	0.8	-5	-2	-2.1
Cc1ccccc1NC(=O)c1sc(Cl)nc1C	-4	1	0	-9	23	-0.3	-3	-6	2.8
Cc1cc(S(=O)(=O)Nc2ccccc2C)ccc1F	7	-1	-12	-7	1	0.0	15	3	-0.5
O=C(N/N=C/c1ccc(Cl)cc1)C1CC12CCC2 (stereo not drawn)	6	3	11	17	-1	2.2	-6	-11	-0.6
Nc1cc(=O)[nH]c(SCC(=O)Nc2ccccc2Sc2ccc(Cl)cc2)n1	-6	0	14	1	-5	-0.1	-2	-3	1.8
Cc1ccc2[nH]c(=O)cc(C(=O)OCC(=O)c3ccccc3)c2c1	6	2	15	4	6	-0.8	12	-4	-1.7
COc1cc(C(=O)Nc2ccc3c(c2)C(=O)c2ccccc2C3=O)cc(OC)c1OC	-19	4	8	-50*	5	-0.7	-4	-7	0.3
O=C(CCn1c(=O)oc2ccccc21)Nc1ccc(N2CCOCC2)cc1	2	1	nt	15	-1	0.3	-28	0	2.7

No new results follow: an excerpt of the list.
SMILES	D2 antag	D1 agonist	D2 potentiator	D1 antag	TRHR enhancer	TRHR ag	RXFP1 antag	D1 potentiator	D2 ag
O=C1C2(CCC13COC(c1ccc(O)cc1)OC3)COC(c1ccc(O)cc1)OC2 (stereo not drawn)	-10	8	-5	2	-2	0.1	10	6	-1.6
CN(C)N1C(N)=C(C#N)C(c2cccs2)C2=C1CCCC2=O (stereo not drawn)	-6	3	0	-8	-3	-1.2	8	-1	-0.2
COc1cccc(CN2CCN(CCCc3ccccc3)C(CCO)C2)c1OC (stereo not drawn)	-5	0	-2	0	-3	-0.3	9	-3	0.7
Cc1cc(Cl)ccc1NC(=S)NCc1ccco1	-14	4	-4	-15	0	0.0	0	-1	-1.1
COc1ccc(C2=C/C(=C\c3cccc(OC(C)=O)c3)C(=O)O2)cc1	3	81*	0	-31*	-2	11	5	-7	9.4
CCCCOc1ccc(C(=O)Nc2ccc(SC(F)F)cc2)cc1OC	-5	4	-15	-14	-1	1.0	4	-4	-0.2
Cc1c(C(=O)OCC2CCCCC2)[nH]c2c1C(=O)CC(c1ccc(Cl)cc1)C2 (stereo not drawn)	nt	0	nt	2	1	0.8	-5	-2	-2.1
Cc1ccccc1NC(=O)c1sc(Cl)nc1C	-4	1	0	-9	23	-0.3	-3	-6	2.8
Cc1cc(S(=O)(=O)Nc2ccccc2C)ccc1F	7	-1	-12	-7	1	0.0	15	3	-0.5
O=C(N/N=C/c1ccc(Cl)cc1)C1CC12CCC2 (stereo not drawn)	6	3	11	17	-1	2.2	-6	-11	-0.6
Nc1cc(=O)[nH]c(SCC(=O)Nc2ccccc2Sc2ccc(Cl)cc2)n1	-6	0	14	1	-5	-0.1	-2	-3	1.8
Cc1ccc2[nH]c(=O)cc(C(=O)OCC(=O)c3ccccc3)c2c1	6	2	15	4	6	-0.8	12	-4	-1.7
COc1cc(C(=O)Nc2ccc3c(c2)C(=O)c2ccccc2C3=O)cc(OC)c1OC	-19	4	8	-50*	5	-0.7	-4	-7	0.3
O=C(CCn1c(=O)oc2ccccc21)Nc1ccc(N2CCOCC2)cc1	2	1	nt	15	-1	0.3	-28	0	2.7
